Screening results deposited in PubChem by several laboratories.
XIAP antagonists = XIAP antagonists, biochemical, IAP family, fluorescence polarization (AID 1018). XIAP BIR domain, fluorescence polarization peptide displacement; higher % means a stronger effect. one-dose displacement, % at 20 µM; IC50 in µM for titrated hits. 200,000 compounds, 0.007% hits; in the data active = displacement above about 50%; note: a part of the inactive calls stands beside numbers as strong as those of hits
CSM14.1 death rescue = rescue of cells from ER stress-induced death, primary screen, 384-well, CSM14.1, thapsigargin, ATP luminescence (AID 1222); CSM14.1 thapsigargin-induced death rescue, ATP luminescence; higher % means a stronger effect; cellular ATP content (survival), % at 20 µM, or EC50 in µM where a hit was titrated; 190,000 tested, under 10 active;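 active = EC50 below 50 µM in the dose-response confirmation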;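 note: death triggered by thapsigargin at about 15 µM added after 2 h compound pretreatment; cell ATP read after overnight thapsigargin exposure of roughly 18 to 22 hours; normalized against plate controls of thapsigargin alone and 5% DMSO vehicle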
AID2073 = inhibitors of Mint1-CaV2.2 protein interaction, biochemical, HTRF (AID 2073). Voltage-dependent N-type calcium channel subunit alpha-1B (Homo sapiens). inhibition, % at 20 µM, or IC50 in µM where a hit was titrated. 290,000 compounds, 0.19% hits. HTRF protein-protein interaction, Mint1-CaV2.2; higher % means a stronger effect; in the data active = inhibition mostly above about 51%, no sharp cut-off; inconclusive = no clear call, values can overlap the other calls; inactive = mostly below about 53%; note: some results filed as inactive read as strong as hits
P. falciparum M1AAP = P. falciparum M1AAP inhibitors, biochemical, fluorogenic H-Leu-NHMec substrate, 1536-well (AID 1445) | Aminopeptidase N (Plasmodium falciparum (isolate 3D7)) | recombinant M1AAP, H-Leu-NHMec fluorogenic kinetic assay; higher % means a stronger effect | one-dose inhibition, % at 30 µM; IC50 in µM for titrated hits | 220,000 compounds, 0.42% hits;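 active = primary inhibition above the hit cutoff, then over 50% inhibition at one or more dose response concentrations, cut at about 23% in these data, passing the limit was not always enough; inconclusive = conflicting primary data, or primary hits not chosen for dose response; inactive = low primary inhibition, or under 50% at every dose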;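 note: plate controls were DMSO full reaction for no effect and no enzyme background for full effect; strong numbers were not always called active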
HEK293 NOD2/NF-kB = NOD2 signaling inhibitors, cell-based, luminescence, uHTS, HEK293 (AID 1566); 290,000 compounds, 0.63% hits; HEK293 NOD2/NF-kB luciferase reporter, luminescence; higher % means a stronger effect; inhibition, % at 4 µM; hits with a dose series show EC50 in µM; note: many of its hits are not listed in these tables
Hep lipid drop = inhibitors of hepatocyte lipid droplet formation, primary screen, imaging, high-throughput imaging, BODIPY stain | AML12 mouse hepatocytes, oleate lipid droplets | inhibition, % at 6.5 µM | 240,000 compounds, 0.4% hits;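 active = lipid droplet intensity inhibited by at least 50%, with more than 500 cells counted; inconclusive = wells with under 300 cells, treated as cytotoxic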
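material = mouse AML12 hepatocyte cell line, fixed after treatment | also added = 100 µM oleic acid challenge | doses = compound at 6.5 µM only | schedule = overnight exposure | technique = Image-based BODIPY and DAPI two-channel analysis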
M17LAP inhibition = P. falciparum M17LAP inhibitors, primary screen, biochemical, fluorogenic H-Leu-NHMec substrate, 1536-well (AID 1619); 220,000 compounds, 0.38% hits; inhibition, % at 30 µM, or IC50 in µM where a hit was titrated; Leucine aminopeptidase (Plasmodium falciparum (isolate 3D7)); recombinant M17LAP, H-Leu-NHMec fluorogenic kinetic assay; higher % means a stronger effect;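 active = compound inhibiting the enzyme by more than half at any dose during confirmatory dose-response retesting; inconclusive = strong single-dose inhibitors picked by rank but not retested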;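 note: plate controls were full reaction with DMSO carrier for no effect and no enzyme background for full effect; strong numbers were not always called active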
LYP inhibition = inhibitors of LYP phosphatase, biochemical, fluorescence intensity, uHTS (AID 1779) | Tyrosine-protein phosphatase non-receptor type 22 (Homo sapiens) | recombinant LYP phosphatase, fluorescence intensity; higher % means a stronger effect | one-dose inhibition, % at 11.5 µM; IC50 in µM for titrated hits | 290,000 compounds, 0.054% hits;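 note: plate controls were vehicle with enzyme for no effect and no enzyme for full effect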
Siah-1 displacement = Siah-1 peptide-binding antagonists, primary screen, biochemical, fluorescence polarization, rhodamine-plectin, uHTS (AID 1817) | 290,000 compounds, 0.02% hits | displacement, % at 20 µM, or IC50 in µM where a hit was titrated | Siah-1 / rhodamine-plectin peptide fluorescence polarization; higher % means a stronger effect;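 active = displacement of at least 50% at 20 µM, with a fluorescence ratio check between 0.3 and a set limit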;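 note: plate controls were Siah plus tracer with DMSO for no effect and tracer alone without Siah for full effect; strong numbers were not always called active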
Hep lipid drop cells 6.5 µM = recorded beside Hep lipid drop, whose call it bears; cell count; measured here: cell count, cytotoxicity flag;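 cells counted across two imaged fields per well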
Active calls of the source: *; ? = inconclusive; . = not tested or not shown. Cut-off read from the data, not from the text of the source, unless noted: active = inhibition above about 50%; inactive = the rest. Not all compounds are listed (hit frequency here may not be typical).

SMILES,XIAP antagonists,CSM14.1 death rescue,AID2073,P. falciparum M1AAP,HEK293 NOD2/NF-kB,Hep lipid drop,Hep lipid drop cells 6.5 µM,M17LAP inhibition,LYP inhibition,Siah-1 displacement
CCOCCCNC(=O)C1c2ccccc2C(=O)N2CCc3ccccc3C12 (stereo not drawn),0.0%,-0.1%,-3%,0%,-2%,.,.,9%,1%,-2%
CCc1ccccc1N(CC(=O)NCC1CCCO1)C(=O)CCC(=O)Nc1nccs1 (stereo not drawn),.,.,-3%,.,10%,-8,812,.,-2%,6%
NC(=O)c1ccc(-n2nnnc2SCC(=O)Nc2ccccc2-c2ccccc2)cc1,-12%,0.9%,2%,-5%,3%,-1,662,-5%,-5%,-4%
Cc1ccc(NC(=O)c2cc(-c3ccc(C)o3)nc3ccccc23)nc1,0.5%,.,-51%,7%,7%,15,741,3%,3%,5%
CC(C)(C)NC(=O)NC(=O)C[n+]1ccc(Cc2ccc([N+](=O)[O-])cc2)cc1,.,.,-8%,.,15%,-6,792,.,-7%,-6%
CC(C)(C)N1C(=O)c2ccc(C(=O)O)cc2C1=O,-4.2%,0.4%,32%,5%,11%,.,.,17%,-3%,4%
Cc1ccc(C)c(N2C(=O)c3ccc(C(=O)OCC(=O)c4c(N)n(C)c(=O)n(C)c4=O)cc3C2=O)c1,-14%,-1.1%,2%,5%,11%,-3,588,12%,-8%,3%
O=C(COc1ccc(-c2ccccc2)cc1)N1CCN(C(=O)c2cccnc2)CC1,-4.9%,0.6%,-5%,-4%,-4%,.,.,8%,-7%,-1%
CCOC(=O)c1cccnc1SCC(=O)N(C)c1ccccc1,-2.6%,0.0%,3%,11%,9%,.,.,6%,-6%,3%
C#Cc1ccc([C@H]2C=C(C(=O)Nc3ccccc3)O[C@@H](OCc3ccc(CO)cc3)C2)cc1,.,.,8%,4%,2%,16,665,5%,2%,7%
Cc1ccc(NC(=O)Cn2c(=O)oc3ccccc32)cc1Cl,.,.,1%,.,-3%,2,662,.,-3%,15%
CCOc1ccc(N2C(=O)CNC2=S)cc1,1.3%,0.6%,5%,4%,-5%,18,727,2%,-9%,3%
O=C(NCC1COc2ccccc2O1)c1cccs1 (stereo not drawn),.,.,6%,.,-14%,-6,736,.,-6%,3%
Cc1ccc(CN2CCSc3ccc(C(=O)NC4CCCC4)cc32)cc1,.,.,7%,.,9%,-11,753,.,-4%,-5%
COc1ccc(S(=O)(=O)N2CCCC2c2cccs2)cc1 (stereo not drawn),.,.,?,4%,12%,-2,656,2%,-8%,7%
O=c1cc(C(F)(F)F)[nH]c(=S)n1-c1ccccc1,.,.,-4%,.,16%,.,.,.,-5%,1%
Oc1ccc(/C=N/Nc2ncc(Cl)cc2Cl)cc1,.,.,2%,.,-13%,0,853,.,-5%,-6%
CCN(CC)CC(C)CNC(=O)CC(C(=O)N1CCc2ccccc21)n1ccnc1 (stereo not drawn),-1.7%,12%,-4%,-5%,7%,19,720,7%,0%,1%
Cc1onc(-c2ccccc2)c1C(=O)N1CCN(S(=O)(=O)c2ccc3c(c2)OCCO3)CC1,-2.8%,0.8%,0%,2%,9%,.,.,1%,-10%,-1%
CCc1cccc(N(C(=O)c2csnn2)C(C(=O)NC(C)(C)C)c2ccncc2)c1 (stereo not drawn),-1.8%,-0.3%,-6%,5%,11%,-1,701,-2%,-12%,-3%
CCN(CC)S(=O)(=O)c1ccc2c(c1)N(CC(=O)NCC1CCCO1)C(=O)CO2 (stereo not drawn),.,.,6%,.,13%,1,682,.,-13%,15%
O=C(COc1ccc(F)cc1)N/N=C/c1cccc2cccnc12,.,.,2%,.,36%,-14,610,.,-12%,-6%
NC(=O)c1snnc1-c1ccccc1,.,.,6%,7%,-16%,1,732,3%,-4%,0%
COCc1ccc(C(=O)N2CCCC(N(C)Cc3ccccc3)C2)s1 (stereo not drawn),.,.,?,.,-17%,-14,635,.,1%,-1%
COc1ccc(OC)c(/C=N/NC(=O)CC2C(=O)NN=C2C)c1 (stereo not drawn),-3.5%,-0.6%,19%,-2%,1%,.,.,-164%,-7%,2%
COc1ccc(-c2noc(-c3ccccc3C(=O)NCc3ccco3)n2)cc1OC,-4.3%,.,1%,9%,-10%,-5,711,-3%,1%,2%
CCOC(=O)C1=C(C)N=C2SCCC(=O)N2C1c1sccc1C (stereo not drawn),-4.5%,-2.5%,17%,9%,4%,.,.,9%,-4%,-4%
COc1cc(C(=O)OCCNC(=O)c2ccccc2)cc(OC)c1OC,.,.,7%,.,16%,.,.,.,-8%,5%
CCOC(=O)C1=C(C)N=c2s/c(=C\c3cccc(OCC(=O)O)c3)c(=O)n2C1c1ccccc1OC (stereo not drawn),.,.,28%,.,20%,-14,821,.,2%,-4%
CNC(=S)N(CCc1c(C)[nH]c2ccccc12)Cc1ccco1,-16%,-0.2%,-16%,-4%,2%,-3,669,4%,0%,0%
CC(C)Nc1nc(NC(C)C)nc(SCCOC(=O)Nc2ccc(Cl)cc2Cl)n1,-0.4%,5.9%,6%,0%,-12%,-3,746,-10%,2%,3%
COc1ccc(-n2c(COc3ccccc3)nnc2SCc2ccc(C#N)cc2)cc1,-2.9%,.,-7%,10%,-4%,-21,613,-3%,1%,-4%
COc1ccccc1N1C(=O)c2cccc3c(Cl)ccc(c23)C1=O,.,.,12%,.,-6%,-7,832,.,-1%,-1%
CCOc1ccccc1NC(=O)C(Sc1ccccc1)c1ccccc1 (stereo not drawn),-1.6%,-1.2%,-2%,4%,17%,.,.,6%,1%,1%
CCOc1ccc(-n2c(C)cc(C(=O)NS(=O)(=O)c3ccc(C)cc3)c2C)cc1,-6.7%,-0.8%,-1%,13%,3%,-14,633,24%,11%,-2%
O=C(CSc1ccccc1)Nc1ccc(S(=O)(=O)NCC2CCCO2)cc1 (stereo not drawn),1.5%,-2.0%,-11%,10%,-3%,-2,754,9%,-6%,-1%
Cc1ccc(N(C(=O)c2cc3ccccc3oc2=O)C2C=CS(=O)(=O)C2)cc1 (stereo not drawn),-1.4%,0.6%,11%,10%,-10%,-24,574,7%,-5%,2%
O=C(O)c1ccccc1C(=O)Nc1ccc(Oc2ccc3ccccc3c2)cc1,-4.5%,3.8%,13%,17%,14%,11,708,6%,-3%,7%
COc1ccc(CN(CC2CCCO2)S(=O)(=O)c2ccc(C(=O)O)cc2)cc1OC (stereo not drawn),0.8%,4.1%,-9%,-3%,2%,.,.,5%,-7%,-3%
COc1cc(-c2nc(-c3cccnc3)no2)cc(OC)c1OC,-7.0%,-0.9%,1%,1%,1%,3,650,-5%,9%,3%
O=C(N/N=C/c1ccc[nH]1)c1ccc(Cl)cc1,-4.1%,-5.6%,-7%,6%,-19%,3,739,-6%,-6%,15%
Cc1occc1C(=O)Nc1cccc([N+](=O)[O-])c1,-1.0%,-0.7%,-6%,4%,15%,-2,689,2%,-10%,1%
C/C(=N\NC(=O)c1c(C)nc2ccccn12)c1ccccc1F,.,.,11%,.,13%,13,857,.,-3%,-4%
O=C(NCc1cccnc1)c1csc2c1CCCC2,-4.1%,-2.4%,2%,3%,5%,-1,501,-8%,0%,4%
O=C1NC(=O)C2C1C(c1cccs1)NN2Cc1ccccc1 (stereo not drawn),-9.2%,-1.4%,4%,1%,17%,3,692,4%,1%,1%
Cc1cc(C)n(C(=O)CNC(=O)c2ccccc2F)n1,.,.,12%,.,-5%,1,738,.,-2%,1%
O=C(Nc1ccnn1C1CCN(Cc2cccc(OCCO)c2)CC1)c1cccc(F)c1,.,.,-2%,.,-10%,4,857,.,-9%,6%
CCSc1nc2ccccc2n1CC(=O)O,-6.0%,-0.5%,2%,1%,14%,4,597,-3%,-7%,4%
CCCCCCCNC(=O)C1(CC2CC(c3cccc(Br)c3)=NO2)CCN(C(=O)OC(C)(C)C)CC1 (stereo not drawn),.,.,1%,.,-8%,18,807,.,6%,-1%
O=C(CSc1nc2ccccc2s1)NCc1ccc2c(c1)OCO2,-7.7%,0.8%,-9%,-1%,-11%,-5,551,19%,-5%,3%
Fc1cccc(/C=N/Nc2ccc(Cl)nn2)c1,.,.,-1%,.,-107%,-22,667,.,-10%,-1%
CN1CCN(c2ccc([N+](=O)[O-])cc2C(=O)N2CCCCC2)CC1,25%,0.6%,5%,47%,10%,-2,690,24%,-6%,6%
COCC1CCN(Cc2nc(COc3ccccc3)no2)C1 (stereo not drawn),-7.5%,-0.9%,-12%,.,-1%,-14,707,.,-5%,-6%
Cc1ccc(O)c(NC(=O)c2ccco2)c1,-11%,-2.3%,16%,9%,-115%,5,674,2%,-8%,-6%
O=C(COc1ccc(Cl)cc1)NCc1ccc(F)cc1,.,.,-3%,.,17%,0,810,.,-3%,4%
CCc1cccc(C)c1NC(=O)C1=C(C(=O)O)CCCC1,-2.4%,0.6%,40%,2%,-8%,.,.,-2%,-15%,-2%
CC(C(=O)NCc1ccccc1)N1C(=O)CN(C)C(=O)c2ccccc21 (stereo not drawn),-2.0%,.,1%,3%,8%,.,.,-8%,-8%,-4%
